HEK cytotox = cytotoxic compounds in HEK 293 cells; HEK 293 viability, ATP luminescence (CellTiter-Glo), 48-72 h; hit rate 6.6% among 94,000; AID 1345083; Potency, µM (highest dose often 115 µM), without a hit: top-dose activity change, negative = cytotoxicity, most hits filed as inhibitors; further: potency means the concentration at half of the fitted maximal effect; nearly all actives have a fitted effect of over 60% in size
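qHTS cytotoxicity; HEK 293, 250 cells/well; compound pinned; 48 or 72 hr, 37 degree Celsius, 5% CO2, 95% humidity; CellTiter-Glo, 10 min RT; luminescence (ATP).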
GPT2 inh = blocks human glutamate pyruvate transaminase 2; Potency, µM (top dose mostly 57.7 µM), without a hit: top-dose activity change, negative = inhibition, actives largely listed as inhibitors; AID 1671188; Recombinant GPT2, coupled pyruvate oxidase/HRP Amplex Red fluorescence; hit rate 0.25% among 100,000; further: potency means the concentration at half of the fitted maximal effect; nearly all actives have a fitted effect of over 60% in size; many of its hits are not listed in these tables
Target sequence (Q8TD30 whole entry, looked up): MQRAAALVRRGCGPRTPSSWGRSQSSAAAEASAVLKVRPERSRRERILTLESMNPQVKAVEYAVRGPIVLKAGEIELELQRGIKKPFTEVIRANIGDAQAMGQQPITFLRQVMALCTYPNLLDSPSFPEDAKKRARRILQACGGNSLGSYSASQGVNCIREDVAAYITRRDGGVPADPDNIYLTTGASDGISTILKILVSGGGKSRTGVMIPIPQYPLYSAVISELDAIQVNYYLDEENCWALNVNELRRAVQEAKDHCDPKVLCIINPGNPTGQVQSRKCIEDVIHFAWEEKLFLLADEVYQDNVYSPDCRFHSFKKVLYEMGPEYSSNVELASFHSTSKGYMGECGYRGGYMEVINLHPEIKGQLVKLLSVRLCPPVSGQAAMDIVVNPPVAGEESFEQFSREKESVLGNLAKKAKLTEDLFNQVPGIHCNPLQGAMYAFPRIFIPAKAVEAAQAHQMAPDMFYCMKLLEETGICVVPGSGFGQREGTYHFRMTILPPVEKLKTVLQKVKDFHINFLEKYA
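Inhibition is scored from Amplex Red fluorescence generated when pyruvate oxidase and HRP act on pyruvate released by GPT2. Reactions contain 10ng/uL enzyme, 250uM a-KG and 2mM L-alanine and run 30 min at room temperature.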
SNCA expr inh = SNCA gene expression inhibition. HEK-293 SNCA-luciferase knock-in, luminescence, 24 h. Potency, µM (highest dose often 57.2 µM), without a hit: top-dose activity change, negative = inhibition, hits mostly inhibitors. hit rate 0.17% among 140,000;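 further: potency means the concentration at half of the fitted maximal effect; plate controls were DMSO cells for no effect and cell-free wells for full effect; nearly all actives have a fitted effect of over 45% in size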
HEK293 viab = reduces viability of HEK-293 SNCA reporter cells; HEK-293-SNCA-luc viability, GF-AFC fluorescence, 24 h; hit rate 0.12% among 150,000; Potency, µM (doses to about 57.1 µM), inactives show at the top dose activity change, negative = cytotoxicity, hits mostly cytotoxic;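 further: potency means the concentration at half of the fitted maximal effect; 0% = DMSO-treated cells and -100% = medium-only wells without cells; nearly all actives have a fitted effect of over 30% in size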
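HEK-293-SNCA-luc cells (1500/well) plated 24 h, then exposed 24 h to a dilution series; GF-AFC added 30 min at 37C, fluorescence 405/540 nm; normalised to medium-only and DMSO wells, Hill fit.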
3T3 cytotox = NIH 3T3 cell cytotoxicity; hit rate 4.3% among 94,000; Potency, µM (top dose mostly 96.7 µM), for the others: at the highest dose activity change, negative = cytotoxicity, hits mostly inhibitors; NIH 3T3 viability, CellTiter-Glo ATP luminescence, 48-72 h; further: potency means the concentration at half of the fitted maximal effect; nearly all actives have a fitted effect of over 55% in size
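Cytotoxicity is measured as loss of cellular ATP: NIH 3T3 cells (400/well) are exposed to compound for 48 or 72 hr at 37 °C, then CellTiter-Glo luminescence is imaged after 10 min at room temperature.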
FLuc inh = blocks purified firefly luciferase enzyme activity | P08659 | purified P. pyralis luciferase, luminescence, biochemical | Potency, µM (titrated, usually from 115 µM), for the others: at the top dose activity change, negative = inhibition, most hits filed as inhibitors | hit rate 2.5% among 76,000 | AID 1347043; further: potency means the concentration at half of the fitted maximal effect; nearly all actives have a fitted effect of over 65% in size
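Inhibitors were tested against purified firefly luciferase in a biochemical, low-substrate format (both substrates at 10uM) and luminescence measured with a CCD imager.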
IP6K1 inh = IP6K1 kinase inhibition; Q92551; IP6K1 kinase, ADP-Glo luminescence, 2 h; hits give low values; activity change, % (series mostly up to about 58 µM); hit rate 0.81% among 140,000; in the data active means activity change below about -25%
Target sequence (Q92551 whole entry, looked up): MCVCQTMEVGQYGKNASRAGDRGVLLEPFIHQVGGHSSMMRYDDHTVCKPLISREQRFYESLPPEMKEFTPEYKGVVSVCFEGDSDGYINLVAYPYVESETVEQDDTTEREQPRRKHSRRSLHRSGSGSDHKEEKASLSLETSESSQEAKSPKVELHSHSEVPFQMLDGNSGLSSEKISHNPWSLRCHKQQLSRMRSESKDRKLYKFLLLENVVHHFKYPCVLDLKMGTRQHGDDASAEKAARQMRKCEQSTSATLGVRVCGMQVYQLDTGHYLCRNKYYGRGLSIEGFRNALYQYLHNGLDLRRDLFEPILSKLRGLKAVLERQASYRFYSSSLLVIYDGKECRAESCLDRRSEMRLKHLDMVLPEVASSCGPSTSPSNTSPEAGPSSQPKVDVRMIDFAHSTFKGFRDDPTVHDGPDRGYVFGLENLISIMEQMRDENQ
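ADP-Glo luminescence measures ADP made by human IP6K1 during a 2 h RT reaction with ATP/IP6 (mix at 1.3 mM/130 uM); top library doses 57.5 and 19.1 uM final.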
An asterisk follows results filed as active; i = inactive; ? = inconclusive; · = no result given; & = joins results of further samples; [ ] = dose if it differs, or a comment. Unless noted, the call rests on the fitted dose curve; in most records, active means well fitted curve in the direction sought with a large enough effect; inconclusive means small, poorly fitted or top-dose-only effect, or another doubt; inactive means no such curve, though single readings can be large; an effect the other way counts as inactive or inconclusive. Unless noted, on the % scale 0 is the no-effect control and ±100 the full control effect. This is a subset; count on the stated rates, not on these rows.

SMILES	HEK cytotox	GPT2 inh	SNCA expr inh	HEK293 viab	3T3 cytotox	FLuc inh	IP6K1 inh
Cc1nnc(SCC(=O)NCc2ccccc2F)c2nn(-c3ccc(Cl)cc3)c(C)c12	·	·	-23%	-6%	·	·	0
COc1ccc2cc(C3CN(C(=O)c4cccc(CO)n4)CCO3)ccc2c1 (centres undefined)	?	i	-2%	-12%	-32%	3.5µM*	15
COC(=O)CNC(=O)c1cn2cc(-c3ccc(C)cc3)sc2n1	?	?	0%[87.6 µM]	8%[87.6 µM]	-19%[138 µM]	·	15
O=C(CNC(=O)c1cccc(-c2ccc(C(F)(F)F)cc2)c1)NC1CCCC1	?	1%	-11%	9%[12.5 µM]	?	·	4
CCOc1ncccc1C(=O)N1CCc2[nH]nc(-c3cccc(F)c3)c2C1	-25%	?	5%	-16%	-29%	0%	9
O=C(O)/C=C(\CC(=O)O)C(=O)O	·	i	-39%[25.6 µM]	0%[23.9 µM]	·	·	7
CC(C)(C)c1ccc(OCC(=O)NC(Cc2c[nH]c3ccccc23)C(=O)O)cc1 (centres undefined)	·	·	-1%	10%	·	·	14
CC(=O)c1ccc(Nc2cc(C)nc3nc(Cc4ccccc4)nn23)cc1	·	·	12%	1%	·	·	5
Cc1oc(C)c2c(=O)cc(-c3ccc4c(c3)OCO4)cc(OC(=O)c3ccccc3Cl)c12	·	·	?	-4%	·	·	5
O=C(NCCc1ccccc1)c1nc2sccn2c1-c1ccc(F)cc1	?	-1%	3%	-24%	?	·	6
c1cc2c(cc1CNC1(Cc3cc(CN4CCCCC4)on3)COC1)OCO2	-27%[172 µM]	i	-19%[87.6 µM]	-8%[87.6 µM]	-13%[174 µM]	0%[172 µM]	17
Cn1ncc2c(C(=O)NCC3CC3)cc(-c3ccc(Cl)nc3)nc21	?	?	-29%	?	?	·	5
Cc1ccc(NC(=O)C(Cc2ccccc2)NS(=O)(=O)c2ccc3c(c2)oc(=O)n3C)c(Cl)c1 (centres undefined)	·	·	-22%	0%	·	·	-4
Cc1c(-c2ccccc2F)[nH]c2ccc(CNC(=O)CC3CCC(=O)N3)cc12 (centres undefined)	35µM*	2%	68%[activator]	-5%	-28%	10µM*	7
CCN1CCC2(CCC1=O)CN(Cc1cccc(Cl)c1F)CCN2C (centres undefined)	-12%	-24%	1%	11%	-14%	-4%	-1
CC(C)NC(=O)N1CCC2(CC1)CC(CCOc1ccncc1)CCO2 (centres undefined)	-25%	-7%	44%[activator]	6%	-30%	·	17
COc1ccc(OC)c(CNC(=O)Cn2nc(C)c3c(C)n(-c4ccccc4)nc3c2=O)c1	·	·	-20%	6%	·	·	24
O=C(CC1COCCN1)NCCc1nc(-c2ccccn2)no1 (centres undefined)	-8%	-22%	11%	3%	-19%	0%	17
Cc1ccc2nc(CO[C@H]3CN(Cc4ccc(F)c(F)c4)C[C@H]3F)[nH]c2c1	?	3%[88.5 µM]	2%[87.6 µM]	-11%[87.6 µM]	?	-23%[172 µM]	-8
COc1cccc(-n2c(=O)c3c(C)c(C(=O)N(C)C)sc3n(CC(=O)Nc3ccc(C)cc3Cl)c2=O)c1	·	·	20%	5%	·	·	11
CCCOc1ccn2c(C(C)=O)cc(-c3ccccc3S(C)(=O)=O)c2c1	·	-8%	·	?	·	·	-12
COc1ccc(CN2C(=O)COC[C@H]2C(=O)NCc2cc(F)ccc2F)c(OC)c1	-23%	i	0%	-19%	-26%	·	-5
O=C(NCc1ccccc1)c1ccccc1OC1CN(Cc2ccsc2)C1	?	i	?	-15%	28µM*	17%	-18
COc1ccccc1-c1nc2c(c(SCc3ccc(F)cc3Cl)n1)Cc1c(CO)cnc(C)c1O2	·	·	-11%	-1%	·	·	-7
COc1ccc2[nH]c3c(c2c1)CCNC31CCN(Cc2ccc(F)c(F)c2)CC1	?	-6%	7%	3%[12.5 µM]	35µM*	-5%	5

Next section:
SMILES	HEK cytotox	GPT2 inh	SNCA expr inh	HEK293 viab	3T3 cytotox	FLuc inh	IP6K1 inh
COc1ccc(-c2cc(N3CCCN(C(=O)Cc4ccc(Cl)cc4)CC3)n[nH]2)cc1	45µM*	?	-10%	-27%	?	2%	-4
CCN(CC)C(C)CN1c2ccccc2Sc2ccccc21 (centres undefined)	·	?	4%	1%	·	·	7
Cc1cc(C(=O)N2CC(Oc3ccc(-c4nc(-c5ccccc5)no4)cc3)C2)n(C)n1	11µM*	-25%	-8%	-13%	?	?	5
COCCNC(=O)C(C)[C@@H]1CC[C@@]2(C)CC[C@H](NC(=O)CCOC)[C@@H](C)[C@@H]2[C@H]1O (some centres undefined)	-7%[172 µM]	i	-15%[87.6 µM]	-1%[87.6 µM]	-1%[174 µM]	-2%[172 µM]	7
CCOc1ccccc1N(CC)C(=O)c1cc2c(=O)[nH]c3ccc(C)cc3c2s1	·	·	6%	6%	·	·	27
Cc1ccc(NC(=O)N(C)CC2CCOCC2)cc1F	6%	i	7%	-2%	3%	-17%	10
Cc1nc([C@H]2CCN(CC3CCCCC3)C[C@H]2NC(=O)C2CCOCC2)n[nH]1	i	i	44%[activator]	6%[12.5 µM]	-10%	8%	5
CC(=O)N1CCC(C(=O)N2CC(c3ccccc3)C(C)(C)C2)CC1 (centres undefined)	-1%	-24%	-5%	6%	-28%	-8%	-5
C=C1C(=O)OC2/C=C(\CO)CC/C=C(\C=O)C(O)C(OC(=O)C(C)CC)C12 (centres undefined)	·	1%[27.3 µM]	·	?	·	·	13
CCc1ccccc1S(=O)(=O)N1CCCC(Cn2c(C3CC3)nc3cccnc32)C1 (centres undefined)	40µM*	0%	-15%	-17%	?	4%	1
CCC(Sc1nc2ncccc2[nH]1)C(=O)Nc1cccc(OC)c1 (centres undefined)	·	·	?	-20%	·	·	25
Cc1ccc(/C=C(\C#N)c2nc(-c3cc4c(ccc5ccccc54)oc3=O)cs2)cc1	·	·	-4%	-7%	·	·	-4
CN(C)C(=O)Nc1ccc(Cl)c(Cl)c1	·	i	13%[25.6 µM]	17%[23.9 µM]	·	·	24
Cc1c(C(N)=O)cc([N+](=O)[O-])cc1[N+](=O)[O-]	·	-1%	38%[25.6 µM]	61%[23.9 µM]	·	·	5
Cc1nc(C2(C)CCN(C(=O)CCc3nc4ccccc4[nH]3)CC2)no1	-1%	i	0%	-12%	-8%	-21%	4
Cc1cccc(CSc2ncc(CO)n2Cc2ccc(F)cc2)c1	·	·	-28%	-5%	·	·	-9
COc1ccc(N2CCN(C3C(=O)c4ccccc4N3C(C)=O)CC2)cc1 (centres undefined)	·	·	21%	-7%	·	·	15
COc1ccc(-n2c(SCC(=O)NCc3ccccc3)nc3n[nH]c(C)c3c2=N)cc1	·	·	-23%	-22%	·	·	-10
COCCN(C)C[C@H]1C[C@H](CO)CN(C(=O)c2ccc(C(C)C)[nH]c2=O)C1	4%	-2%	-26%	-14%	-3%	1%	7
O=c1[nH]c(C2CCN(Cc3ccccc3)CC2)nc2ccc(F)cc12	?	-8%[88.5 µM]	0%[87.6 µM]	10%[87.6 µM]	-8%[138 µM]	2%[172 µM]	-1&-13
COc1ccc(OCC2c3cc(OC)c(OC)cc3CCN2C(=O)c2ccc(F)cc2)cc1 (centres undefined)	·	·	5%	5%	·	·	16
CS(=O)(=O)c1ccc(CN2CCC(O)(Cn3ccnc3)CC2)cc1	-4%	i	7%	-5%	i	12%	-3
C=Cc1ccc(CSc2nc(-c3ccc(Cl)cc3)nc3c2Cc2c(CO)cnc(C)c2O3)cc1	·	·	-20%	-2%	·	·	-8
Cc1ccc(C(C)C)c(OCCn2cc(C(=O)c3ccco3)c3ccccc32)c1	·	·	-26%	6%	·	·	-6
CC(=O)c1ccc(NC(=O)c2cc(C3CC3)nc3c2c(C)nn3-c2ccc(C)cc2)cc1	·	·	-21%	1%	·	·	-3

Next section (4 carried over from the part before).
SMILES	HEK cytotox	GPT2 inh	SNCA expr inh	HEK293 viab	3T3 cytotox	FLuc inh	IP6K1 inh
CS(=O)(=O)c1ccc(CN2CCC(O)(Cn3ccnc3)CC2)cc1	-4%	i	7%	-5%	i	12%	-3
C=Cc1ccc(CSc2nc(-c3ccc(Cl)cc3)nc3c2Cc2c(CO)cnc(C)c2O3)cc1	·	·	-20%	-2%	·	·	-8
Cc1ccc(C(C)C)c(OCCn2cc(C(=O)c3ccco3)c3ccccc32)c1	·	·	-26%	6%	·	·	-6
CC(=O)c1ccc(NC(=O)c2cc(C3CC3)nc3c2c(C)nn3-c2ccc(C)cc2)cc1	·	·	-21%	1%	·	·	-3
CCCn1c(=O)[nH]c(=O)c2[nH]cnc21	·	i	5%	4%	·	·	·
Cc1ccc(-c2nnc(Nc3ccccc3)c3ccccc23)cc1S(=O)(=O)N1CCOCC1	·	·	6%	5%	·	·	8
COc1cc(Cl)c(C)cc1NC(=O)CSCc1nc(-c2ccc(OC)c(OC)c2)no1	·	·	?	-5%	·	·	12
O=C(c1ccncc1)N1CC(Oc2ccc(-c3noc(-c4ccccc4)n3)cc2)C1	?	-14%	76%[activator]	0%	-9%	?	-4
COc1ccccc1-c1ccc2ncn(Cc3ccccc3)c(=O)c2n1	?	-9%[88.5 µM]	32%[activator][87.6 µM]	-7%[87.6 µM]	7.9µM*	-18%[172 µM]	2
COc1ccc(CN2C(=O)[C@@H]3C[C@@H](O)CN3C3(CN(C4CCCC4)C3)C2=O)cc1	i	4%[88.5 µM]	-21%[87.6 µM]	-1%[87.6 µM]	i	-1%[172 µM]	-14
NC(=O)COC[C@@H]1CN(Cc2ccccc2)C[C@H]1c1ccncc1	?	-7%	-10%	1%	?	-1%	0
CC1=C(C(=O)Nc2cc(Cl)ccc2C)C(c2cccs2)n2ncnc2N1 (centres undefined)	·	·	27%	1%	·	·	4
CC(=O)N1CCc2c(sc3c2c(=O)n(-c2ccccc2)c(=O)n3CC(=O)c2ccc(Cl)cc2)C1	·	·	43%[activator]	4%	·	·	2
CCN1CCCC1Cn1ccnc1-c1cc2n(n1)CCCNC2 (centres undefined)	17%	i	-22%	-7%	i	-12%	24
Cc1cccc(C)c1OCC(N)C(C)C (centres undefined)	·	i	-18%	1%	·	·	·
COc1cc(NC(=O)Cn2c(=O)n(Cc3ccco3)c(=O)c3sc4ccccc4c32)cc(OC)c1	·	·	55%[activator]	-6%	·	·	-11
CC(C)(C)NC(=O)N1CCC2(CC1)CC(N1CCN(c3ccccc3)CC1)CCO2 (centres undefined)	-3%	i	-6%	0%	1%	-3%	-5
CN1CCc2[nH]cnc2C12CCN(C(=O)CN1C(=O)CNC1=O)CC2	i	-13%	-1%	3%	2%	1%	-15
COCCNC(=O)N[C@@H]1CN(Cc2ccccc2)C[C@H]1CN(C)C	-4%	-11%	42%[activator]	4%	4%	1%	0
O=C(NCCc1ccccc1)C1CC(=O)N(c2n[nH]c3cccc(F)c23)C1 (centres undefined)	0%	-2%	-6%	-3%	i	-1%	-5
COc1cccc(S(=O)(=O)N2CCc3nnc([C@@H]4C[C@@H](O)CN4C)n3CC2)c1	-1%	-12%	12%	-12%	i	1%	-8
Cc1ccccc1Cn1c(SCc2ccc(C(=O)N3CCCCC3)cc2)nc2ccncc21	·	·	46%[activator]	-1%	·	·	-12
